S1P4 antag – S1P4 receptor antagonists, primary screen, cell-based; Sphingosine 1-phosphate receptor 4 (Homo sapiens), O95977; S1P4-expressing cells, antagonist mode, reporter read-out; inhibition, % at 4.98 µM; 220,000 tested, 0.26% active; in the data active = inhibition above about 29%;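 note: 0% = wells stimulated with agonist and 100% = vehicle wells without agonist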
NPY Y1 blocker – NPY-Y1 receptor antagonists, primary screen, cell-based. Neuropeptide Y receptor type 1 (Homo sapiens), P25929. HEK293-CNG Y1 cells, membrane potential fluorescence; NPY at EC95, then isoproterenol. inhibition, % at 3.6 µM. 200,000 tested, 1% active;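 active = inhibition above the campaign mean inhibition of all tested compounds plus 3 SD, cut at about 20% in these data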;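 note: 0% = DMSO wells given NPY plus isoproterenol and 100% = isoproterenol alone without NPY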
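Material: HEK293 Y1/CNG channel cell line; also added: NPY (25 nM), isoproterenol (1 µM), Ro 20-1724 (25 µM); doses: one concentration, 3.6 µM, in 0.4% DMSO; schedule: compound incubation 1 h at room temperature, readout 45 min post-stimulation; technique: membrane potential fluorescence; measure: fluorescence ratio normalized to % inhibition between controls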
NPY-Y2 PAM-ag – NPY-Y2 potentiators or agonists, primary screen, cell-based; activation, % at 3.6 µM; cells expressing NPY-Y2, potentiator/agonist read-out; Neuropeptide Y receptor type 2 (Homo sapiens), P49146; 220,000 tested, 0.45% active; in the data active = activation above about 27%;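 note: cells stimulated with NPY near EC25 plus isoproterenol at EC100; 0% = vehicle plus submaximal agonist and 100% = vehicle plus saturating agonist; some results beyond the cut were filed as inactive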
Target sequence (P49146 whole entry, looked up): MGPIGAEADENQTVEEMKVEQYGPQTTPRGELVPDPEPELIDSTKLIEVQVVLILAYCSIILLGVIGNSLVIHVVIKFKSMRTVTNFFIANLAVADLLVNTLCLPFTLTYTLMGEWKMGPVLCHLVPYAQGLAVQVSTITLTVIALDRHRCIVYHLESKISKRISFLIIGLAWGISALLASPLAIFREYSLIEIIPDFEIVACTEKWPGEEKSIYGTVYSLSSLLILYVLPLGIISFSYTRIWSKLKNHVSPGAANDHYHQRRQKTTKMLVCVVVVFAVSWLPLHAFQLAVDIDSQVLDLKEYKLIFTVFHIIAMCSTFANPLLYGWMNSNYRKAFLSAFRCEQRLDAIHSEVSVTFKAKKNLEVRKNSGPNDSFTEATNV
S1P4 ag – S1P4 receptor agonists, primary screen, cell-based. Sphingosine 1-phosphate receptor 4 (Homo sapiens), O95977. S1P4-expressing cell line, agonist reporter assay. activation, % at 4.98 µM. 220,000 tested, 0.35% active; in the data active = activation above about 11%;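 note: 0% = DMSO vehicle and 100% = reference agonist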
EP2 mod – EP2 receptor modulators, cAMP readout, primary screen, cell-based, HTRF cAMP, PGE2 stimulation; Prostaglandin E2 receptor EP2 subtype (Homo sapiens), P43116; induction, % at 25 µM; 260,000 tested, 0.83% active; AID 940, 2007; EP2-expressing cells, cAMP HTRF FRET, PGE2 co-stimulation;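 active = compounds whose cAMP rise, as percent of the full-agonist control response, exceeds 60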;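 note: rat C6 glioma line stably carrying human EP2 under a CMV promoter; the protocol text gives 20 µM as final concentration; 100% = response of wells given 1 µM PGE2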
Target sequence (P43116 whole entry, looked up): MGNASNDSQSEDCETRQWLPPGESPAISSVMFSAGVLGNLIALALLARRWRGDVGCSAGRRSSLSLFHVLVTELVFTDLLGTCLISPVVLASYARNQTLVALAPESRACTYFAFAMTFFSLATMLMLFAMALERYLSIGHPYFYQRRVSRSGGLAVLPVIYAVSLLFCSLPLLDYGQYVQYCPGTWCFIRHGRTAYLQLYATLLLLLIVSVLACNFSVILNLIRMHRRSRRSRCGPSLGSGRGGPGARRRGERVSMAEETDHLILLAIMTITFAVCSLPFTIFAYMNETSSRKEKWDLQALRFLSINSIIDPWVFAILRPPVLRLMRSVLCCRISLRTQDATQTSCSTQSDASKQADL
p97 inhibitor – inhibitors of human p97 ATPase, primary screen, biochemical; Transitional endoplasmic reticulum ATPase (Homo sapiens), P55072; recombinant p97 ATPase, Kinase-Glo ATP luminescence, 3 h; inhibition, % at 8 µM; 220,000 tested, 0.42% active; in the data active = inhibition above about 15%;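 note: 0% = DMSO vehicle and 100% = wells lacking enzyme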
EP2 antag – human EP2 receptor antagonists, primary screen, TR-FRET cAMP, C6 glioma cells; AID 1422, 2008; Prostaglandin E2 receptor EP2 subtype (Homo sapiens), P43116; inhibition, % at 25 µM; C6 glioma cells expressing human EP2; cells stimulated with saturating PGE2; 260,000 tested, 0.52% active;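 active = percent inhibition above 40 after rounding to a whole number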;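 note: rat C6 glioma host cells with rolipram phosphodiesterase inhibitor present; the protocol text gives 20 µM as final concentration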
eIF4E-4G inh – eIF4E–eIF4G protein interaction inhibitors, primary screen, biochemical, uHTS, TR-FRET, eIF4GI fragment | inhibition, % at 21.7 µM | 220,000 tested, 0.37% active | TR-FRET eIF4E-eIF4GI(517-606) binding, 2 h | Eukaryotic translation initiation factor 4E (Mus musculus) + Eukaryotic translation …;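 active = inhibition above about 30%, limit read from the data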;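 note: 0% = full FRET control wells and 100% = background wells lacking eIF4GI fragment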
NPY-Y1 PAM-ag – NPY-Y1 receptor potentiators or agonists, primary screen, cell-based; NPY-Y1 expressing cells, potentiator/agonist activation; activation, % at 3.6 µM; 220,000 tested, 0.37% active; in the data active = activation above about 33%, passing the limit was not always enough;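 note: cells stimulated with NPY at EC10 then isoproterenol at EC100; 0% = low agonist plus stimulus and 100% = saturating agonist plus stimulus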
* marks the source's active call; other numbers are inactive results; / = no result given; & = joins results of further samples; [ ] = another dose, or the depositor's remark. An excerpt. The share of hits here may be higher or lower than overall.

Sequence of screens: S1P4 antag, NPY Y1 blocker, NPY-Y2 PAM-ag, S1P4 ag, EP2 mod, p97 inhibitor, EP2 antag, eIF4E-4G inh, NPY-Y1 PAM-ag
[1] Cn1nnnc1SCCNCc1ccccc1OCc1ccc(Cl)cc1
    -8, 16, -7, 2.2, -39, -1, 3, 22, -14
[2] CN(CCc1cnn(C)c1)Cc1cn[nH]c1-c1ccc(-c2ccccc2)cc1
    -14, -2, -14, -0.1, -36, -7, 6, -1, -18
[3] N#C/C(=N\Nc1ccc(S(=O)(=O)N2CCCCCC2)cc1)C(N)=S
    7, -1, 13, 1.6, -26, 0, 6, -3, -6
[4] COc1ccc(OC)c(NC(=O)C(CC(C)C)NC(=O)C2CCCCC2)c1 (stereo unspecified)
    -16, 2, -11, 0.2, 8, -5, 6, 1, -1
[5] Cc1cc(NC(=O)c2cccc(COc3ccc(Br)cc3)c2)no1
    -5, 7, -14, -0.3, -12, 2, 6, 4, -15
[6] O=C(NCCC1=CCCCC1)c1cc2ccccc2oc1=O
    -19, /, -16, 1.3, 17, -5, 6, -2, 15
[7] CCSc1nnc(NC(=O)CSc2nnc(CNC(=O)c3ccccc3F)o2)s1
    -4, 4, -11, -0.5, 14, 5, 4, 3, -2
[8] C/C(=N\NC(=O)C(N)=O)c1ccc2c(c1)OCCO2
    7, 11, -8, -1.2, -4, 4, 0, 5, -19
[9] O=C(C(NS(=O)(=O)c1cccc2nsnc12)c1ccccc1)N1CCN(c2ccccn2)CC1 (stereo unspecified)
    -25, 0, 1, 1.2, 14, -3, 4, 1, 2
[10] O=S(=O)(c1cccc2cccnc12)N1CCN(c2ccccn2)CC1
    -5, 2, -11, -1.1, -30, 1, 7, 0, -15

Whole records from above:
N#C/C(=N\Nc1ccc(S(=O)(=O)N2CCCCCC2)cc1)C(N)=S reads S1P4 antag: 7; NPY Y1 blocker: -1; NPY-Y2 PAM-ag: 13; S1P4 ag: 1.6; EP2 mod: -26; p97 inhibitor: 0; EP2 antag: 6; eIF4E-4G inh: -3; NPY-Y1 PAM-ag: -6
COc1ccc(OC)c(NC(=O)C(CC(C)C)NC(=O)C2CCCCC2)c1 (stereo unspecified) reads S1P4 antag: -16; NPY Y1 blocker: 2; NPY-Y2 PAM-ag: -11; S1P4 ag: 0.2; EP2 mod: 8; p97 inhibitor: -5; EP2 antag: 6; eIF4E-4G inh: 1; NPY-Y1 PAM-ag: -1

The listing continues.
Sequence of screens: S1P4 antag, NPY Y1 blocker, NPY-Y2 PAM-ag, S1P4 ag, EP2 mod, p97 inhibitor, EP2 antag, eIF4E-4G inh, NPY-Y1 PAM-ag
[11] O=C1CCCCC1Sc1nnc(Nc2ccccc2)s1 (stereo unspecified)
    -12, 2, 6, -0.2, -64, 3, -2, 6, 2
[12] Cc1cc(NC(=S)N(Cc2ccc(Cl)cc2)Cc2ccc(C(=O)O)cc2)ccc1Cl
    -27, 1, -5, 1.6, -9, 1, 8, -1, 3
[13] CC(C)(C)OC(=O)Nc1ncnc2c1ncn2C1OC(CO)C2OC(C)(C)OC21 (stereo unspecified)
    5, /, -19, -1.0, 6, 2, 9, -8, 7
[14] COc1ccc(CC(=O)OCC(=O)NC(=O)NC(C)C)cc1
    11, -2, -7, 0.8, 15, -2, 4, -1[fluorescence artefact?], 2
[15] Cc1ccc(NC(=S)NN2CCOCC2)c(C)c1
    0, 4, -10, 0.9, -2, 2, -2, 1, 14
[16] NC(=O)CCS(=O)(=O)c1ccc(Cl)cc1
    3, 2, -1, -2.1, -14, 7, 10, 0, -9
[17] Cc1ccc(S(=O)(=O)N2CCCCC2)cc1NC(=O)Cc1c[nH]c2ccccc12
    3, -6, 6, 0.4, 7, 4, 6, 2[fluorescence artefact?], 8
[18] CC(=O)Nc1cccc(S(=O)(=O)N2CCCCCC2)c1
    -7, 0, 7, -1.6, 25, 1, 14, -4, -2
[19] CC(=O)C1=C(C)NC(=O)NC1c1ccc(OC2CCCC2)cc1 (stereo unspecified)
    4, -7, 8, -2.5, -8, -6, 8, -36, -5
[20] CCOC(=O)CCc1c(C)nc(SCCCn2c(=O)[nH]c3ccccc32)c(C#N)c1C
    -9, 8, -14, 0.2, 10, -4, 16, 3, -22
[21] Cc1ccc2cc(CCNC(=O)Cc3cccs3)c(=O)[nH]c2c1
    13, -2, -2, 1.0, 28, 6, 6, -2, -6
[22] COc1ccc(Cl)cc1-n1c(=S)sc2c(=O)[nH]c(SCC(=O)NCC3CCCO3)nc21 (stereo unspecified)
    -2, 12, -9, 0.9, 4, 0, 4, 3, -16
[23] CC(=O)Nc1ccc(NC(=O)Nc2ccccc2C)cc1
    -7, 4, -7, 0.4, -2, 8, 4, 3, 9
[24] CCOC(=O)C1=C(C)N(c2ccc(OCC)cc2)C(=O)/C1=C\c1ccco1
    -2, 1, 16, 0.1, 23, -1, 7, -2, 2
[25] C=CCNC(=O)c1ccccc1NC(=O)c1ccc(Cl)c(S(=O)(=O)Nc2cccc(C)c2C)c1
    -11, -2, -6, 2.5, -26, 6, 4, 5, -21
[26] C/C(CC(=O)Nc1ccc2ccccc2c1)=N\NC(=O)c1cnccn1
    -12, -6, 1, -0.8, 0, 1, 3, 4, -6
[27] N#Cc1c2n(c3c(=O)n(Cc4ccccc4)cnc13)CCCC2
    -5, 2, 9, 0.3, 24, 2, 5, -6, -7
[28] COc1cc(C(=O)Nc2c(C)cc(C)cc2C)c([N+](=O)[O-])cc1OC
    -9, -3, 2, 1.7, 15, 1, 9, 9, 3
[29] COCc1nnc(NC(=O)c2ccc(S(=O)(=O)N3CCCc4ccccc43)cc2)o1
    -4, 4, 0, 1.8, -32, 3, 1, -4, -18
[30] O=C(COC(=O)c1cccs1)Nc1nc(-c2ccccc2)cs1
    -5, 3, 9, 0.6, 2, 2, 6, 3, -2
[31] COc1ccc(Br)cc1CN(C)CC(=O)NCCc1ccccc1
    -11, 7, -16, 0.3, 25, 1, 5, 2, -1
[32] Cc1ccc(NC(=O)CNCc2ccccc2)cc1Br
    21, 10, -18, 0.6, -70, 0, 2, -1, -7
[33] Cc1ccc(S(=O)(=O)Nc2ccccc2/C=N/c2nc3ccccc3n2C)cc1
    -33, -12, 24, 2.6, 14, -6, 3, 5, 26
[34] N#Cc1nc(-c2cccs2)oc1NCCCN1CCOCC1
    -21, -2, 11, -0.6, 4, 2, 6, -7, -20
[35] COc1ccc(/C=N/n2cnnc2)cc1Cn1nc(C)c([N+](=O)[O-])c1C
    -21, -1, -3, 0.0, -9, 0, 3, 3, -1
[36] Cc1[nH]c2c(ccc3cccnc32)c1C
    -7, /, -9, 0.4, 14, 8, 5, 1, 9
[37] CSCC(O)Cn1ncc2ccccc2c1=O (stereo unspecified)
    5, /, 6, 0.5, 20, 1, 8, -5, -12
[38] O=C(NCc1ccccc1)C1c2ccccc2Oc2ccccc21
    -14, 0, -3, -0.8, 29, 3, 3, 3, 5
[39] CCOc1ccc(-n2c(O)c(/C=N/NC(=O)C3COc4ccccc4O3)c3ccccc3c2=O)cc1 (stereo unspecified)
    -2, -2, 11, -0.6, -9, 5, 12, -3[fluorescence artefact?], 2
[40] O=C1C2C3C=CC(C3)C2C(=O)N1c1nccs1 (stereo unspecified)
    -7, 2, 10, -3.3, 36, 2, 2, 0, -8
[41] CCc1nn(CC(=O)NCCCN(Cc2ccccc2)C(C)C)c(=O)c2cc3sccc3n12
    -5, 3, -23, -0.2, -18, -5, -3, 0, -27
[42] CC(C)c1[nH]nc2c1C(C(C)C)C(C#N)=C(N)O2 (stereo unspecified)
    0, 3, 8, 0.8, -17&-52, 0, 10&10, 15, 12
[43] CCCCNC(=O)CCCn1c(=O)c2ccccc2n(CC(=O)NCCC2=CCCCC2)c1=O
    -18, 4, -1, -0.1, -13, -1, 9, 2, 12
[44] CCc1c(C)nc2cc(-c3ccc(OC)cc3)[nH]n2c1=O
    5, -3, 9, -2.5, /, 1, 4, /, 10
[45] CCC(=O)Nc1ccc(NC(=O)c2cc3ccccc3o2)cc1
    -3, -1, -6, 2.3, -5, -2, 12, 6[fluorescence artefact?], 3
[46] COc1n[nH]c(C(=O)Nc2nc3ccccc3s2)c1[N+](=O)[O-]
    -17, -4, 8, 3.0, -22, 2, 10, 1, 23
[47] O=C(NCCCN1CCN(c2ccccc2F)CC1)Nc1ccc(F)cc1
    -3, 2, 4, -0.9, -28, 4, 11, 0, 8
[48] Cc1ccc(-c2csc(NC(=S)NC(=O)c3ccco3)n2)cc1
    -5, -8, 0, 1.1, 4, 3, 4, 0[fluorescence artefact?], 6
[49] CC1(C)CC2(CCO1)OC(=O)CC2C(=O)Nc1ccccc1Cl (stereo unspecified)
    -17, 0, -3, 1.9, 5, 2, 1, -2, -9
[50] N#Cc1ccc(S(=O)(=O)N2CCCN(c3nc4ccc(Cl)cc4s3)CC2)cc1
    0, /, 8, 1.4, -31, 6, 12, -7, 12
[51] COc1cc(-c2nc(S(=O)(=O)c3ccccc3)c(N3CCOCC3)o2)cc(OC)c1OC
    -15, 1, -2, -0.2, -8, 2, 1, 9, -13
[52] O=S(=O)(Nc1ccc(S(=O)(=O)Nc2cccc3ccccc23)cc1)c1ccccc1
    2, 0, 4, -4.1, 14, 5, 1, 9, -4
[53] CCN(C(=O)CSc1ncccc1C(=O)Oc1cccc([N+](=O)[O-])c1)c1cccc(C)c1
    -19, -1, -6, 1.9, 29, 3, 7, 1, 6
[54] CN(Cc1nc(-c2cnccn2)no1)CC(O)c1ccccc1 (stereo unspecified)
    -10, -2, -17, -1.9, 1, 4, 5, 3, -4
[55] Cc1nn(-c2ccccc2)c(Cl)c1/C=C/C(=O)c1ccccc1
    6, 9, 1, -1.8, -17, 0, 25, -2, -38
[56] COc1ccc(-c2cc(C(=O)O)c(C)o2)cc1OC
    -9, -5, 6, -0.2, 13, -1, 5, 7, 0
[57] COc1ccccc1N1CC=C(c2cccc([N+](=O)[O-])c2)NC1=O
    13, /, -13, -0.2, -26, -3, 8, -1, -8
[58] CCOc1cc(C)c(Cl)cc1S(=O)(=O)NCCOC
    -13, 3, 12, -1.6, 6, 1, 9, -4, 5
[59] COc1ccc2[nH]c(C(=O)O)c(CCN3C(=O)c4cccc([N+](=O)[O-])c4C3=O)c2c1
    9, /, -6, -0.4, -9, 6, 10, 3, -17
[60] CSC(=NCc1ccc(F)cc1)NS(=O)(=O)c1cccs1
    -14, -7, 1, 3.4, 5, 8, 3, 2, 27
